From PubChem BioAssay
tuberculosis growth: growth inhibition of non-replicating M. tuberculosis (AID 488890) | inhibition, % at 25 µM, or IC50 in µM where a hit was titrated | Mycobacterium tuberculosis non-replicating, growth inhibition; higher % means a stronger effect | actives 0.39% (n = 320,000); in the data active = a potency from the dose series; inconclusive = inhibition mostly from about 82% at the one dose, without a potency; inactive = the rest, 99 in 100 with inhibition below about 76%;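 also: plate controls were DMSO cells for no effect and high antibiotic wells for full effect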
PhoP GFP inhibition: PhoP regulon inhibitors, Salmonella typhi PhoP promoter GFP reporter, confirmatory (AID 1850) | inhibition, % at 50 µM, or IC50 in µM where a hit was titrated | Salmonella Typhi PhoP-promoter GFP reporter, fluorescence, 4 h; higher % means a stronger effect | actives 0.33% (n = 310,000); in the data active = a potency from the dose series; inconclusive = inhibition mostly from about 25% at the one dose, without a potency; inactive = the rest, 99 in 100 with inhibition below about 19%;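 also: 0% = induced wells with vehicle and 100% = uninduced wells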
H37Rv inhibition: M. tuberculosis growth inhibition, HTS (AID 449762); inhibition, % at 25 µM; hits with a dose series show IC50 in µM; M. tuberculosis H37Rv growth inhibition, 7H9 media; higher % means a stronger effect; actives 0.59% (n = 330,000); in the data active = a potency from the dose series; inconclusive = inhibition above about 70% without an active follow-up result;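 also: bacterial growth assessed after seven days of incubation; strong numbers were not always called active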
H1N1 NS1A inhibition: NS1A inhibition, H1N1 influenza, cell based functional assay (AID 504329); NS1A functional cell-based assay, percent inhibition; higher % means a stronger effect; inhibition, % at 12.5 µM; hits with a dose series show IC50 in µM; actives 0.3% (n = 340,000); in the data active = a potency from the dose series; inconclusive = inhibition above about 27% without an active follow-up result; also: strong numbers were not always called active
inhibitors of VEEV: inhibitors of VEEV TC-83 cytopathic effect, confirmation, Vero cells (AID 588727). Vero cells, VEEV TC-83 cytopathic effect inhibition; higher % means a stronger effect. one-dose inhibition, % at 20 µM; IC50 in µM for titrated hits. actives 0.13% (n = 350,000); in the data active = a potency from the dose series; inconclusive = inhibition mostly from about 14% at the one dose, without a potency; inactive = the rest, 99 in 100 with inhibition below about 12%; also: strong numbers were not always called active
inhibitors of VEEV 10K pilot screen: further read-out of inhibitors of VEEV, marked with its call; inhibition, %; measured here: 10K pilot screen inhibition
Starred values were filed as active, the others as inactive; i = inactive; u = inconclusive; x = not tested or not shown.

SMILES	tuberculosis growth	PhoP GFP inhibition	H37Rv inhibition	H1N1 NS1A inhibition	inhibitors of VEEV	others
Cc1ccc(OCC(=O)NC2CC(C)(C)NC(C)(C)C2)c(C)c1	6.3%	16.0%	4.0%	4.0%	i
COc1ccc2[nH]c(C(=O)N(Cc3ccccn3)Cc3ccccn3)cc2c1	-0.1%	-0.1%	1.1%	-4.2%	0.5%
CCc1c(C(=O)NNC(=S)NCCc2ccccc2)csc1C	-17.2%	0.2%	2.5%	7.6%	1.1%
COc1ccc(NC(=O)COC(=O)CCc2nc3ccccc3c(=O)[nH]2)c(OC)c1	-5.3%	x	-14.5%	1.1%	i
COc1cccc(CC(=O)Nc2ccc(S(=O)(=O)N3CCCCC3)cc2)c1	26.0%	x	4.3%	-1.3%	3.0%
CC1(C)CC(=O)c2sc(NC(=O)Cc3cccs3)nc2C1	12.3%	-12.6%	4.6%	-13.1%	6.7%
CC(C)(C)C(=O)O/N=C(\N)c1c(Cl)cccc1Cl	19.6%	0.0%	-6.5%	7.5%	1.3%
COC(=O)c1ccc(C(=O)Nc2ccc(C(C)C)cc2N)cc1	1.9%	-2.4%	12.6%	0.9%	2.5%
CCC1CC(/C(C)=N/NC(N)=O)OC1=O (centres undefined)	3.9%	-6.9%	-3.0%	-7.8%	1.0%
CC(=O)Nc1ccc(C2=CC(=O)C[C@H](c3ccc4c(c3)OCO4)C2)cc1	32.5%	x	5.7%	1.9%	0.6%
Cc1[nH]c2ccc(C(=O)N3CCCCC3)cc2c1C	3.4%	0.1%	5.1%	-2.2%	1.6%
CC(C)c1ccc(N=C(N)N=C(N)N)cc1	19.9%	5.8%	3.9%	-2.5%	i
Cc1ccc(NC(=O)c2cnc(SCC(=O)NCC3CCCO3)n(C)c2=O)cc1 (centres undefined)	61.6%	8.9%	u	-1.2%	5.3%
Cc1ccc(C)c(S(=O)(=O)N2CCN(CC(=O)NC(=O)NCc3ccccc3)CC2)c1	16.4%	7.1%	-2.1%	-4.3%	3.6%
COc1ccccc1C(=O)NCCOc1ccc(C)c(C)c1	2.6%	-4.3%	-1.1%	-6.3%	0.1%
O=C(NCc1ccc2c(c1)OCO2)C1CC(=O)N(C2CCCC2)C1 (centres undefined)	11.0%	-8.2%	9.9%	8.8%	i
Cc1ccc(S(=O)(=O)N2CCCCC2)cc1NS(=O)(=O)c1ccccc1F	9.1%	x	-2.7%	-0.2%	3.5%
Cc1ccc(S(=O)(=O)N2CCC(C(=O)OCC(=O)NC(C)c3ccc(F)cc3)CC2)cc1C (centres undefined)	x	x	8.4%	-3.5%	6.7%
COc1ccc(Nc2oc(COc3ccccc3OC)nc2C#N)cc1	-3.4%	0.0%	-7.9%	-2.1%	i
Cc1ccc(C(=O)NCCNS(=O)(=O)c2ccccc2)cc1	-17.0%	8.0%	-4.3%	0.9%	0.9%
OCC[C@@H]1C[C@@H](O)[C@H](O)[C@@]2(CCc3ccccc3O2)O1	-0.5%	-0.9%	0.1%	2.1%	0.3%	inhibitors of VEEV 10K pilot screen=1.4
CC(C)C[C@@H](CO)NC(=O)CC[C@H](NC(=O)OC(C)(C)C)C(=O)N(Cc1ccccc1)Cc1ccccc1	10.8%	10.6%	-3.7%	0.8%	i
COCCn1c(CNc2ccc(F)cc2)nnc1SCC(=O)Nc1ccc(OC)cc1OC	8.2%	-2.6%	0.1%	3.3%	3.1%
CC(C)c1ccc(C2NC(=O)NC3=C2CCc2ccccc23)cc1 (centres undefined)	43.1%	1.9%	5.6%	-8.6%	i
O=C(NCCc1ccccc1)c1ccc(=O)[nH]c1	-7.6%	-20.7%	-0.1%	0.2%	1.2%

Next part.
SMILES	tuberculosis growth	PhoP GFP inhibition	H37Rv inhibition	H1N1 NS1A inhibition	inhibitors of VEEV	others
CCOc1ccccc1C(=O)NCCNC(=O)c1ccccc1OCC	-3.4%	2.5%	1.6%	-16.1%	1.6%
O=C(Nc1ccc(Cl)cc1)N1CCCN(c2ccc(C(F)(F)F)cc2[N+](=O)[O-])CC1	16.3%	-3.4%	1.9%	25.2%	1.0%
O=C1Nc2ccccc2/C1=N\N=C\C1=C(N2CCOCC2)C(=C\c2ccccc2)/CC1	28.6%	-6.9%	33.4µM*	8.08µM*	i
CC(C)(C)OC(=O)N1CCCC(C(=O)Nc2ccc(C(=O)NC3CC3)cc2)C1 (centres undefined)	x	x	x	-7.8%	0.1%
CN(CC(=O)NCc1ccccc1)Cc1ccc(Cl)cc1	72.6%	2.4%	5.5%	0.1%	i
Cn1c(=NC(=O)C2=NNC(=O)CC2)sc2ccccc21	17.6%	-2.1%	-3.5%	-4.2%	4.7%
CC(NC(=O)c1ccco1)C(c1cccs1)N1CCN(c2ccccc2)CC1 (centres undefined)	27.9%	2.7%	-6.4%	1.4%	8.3%
CC(=O)c1ccc(N2CCN(C(=O)c3ccc(Cl)c(NC4=NC5CS(=O)(=O)CC5S4)c3)CC2)cc1 (centres undefined)	-2.8%	2.0%	-9.4%	0.7%	0.4%
O=C(Nc1ccc2c3c(cccc13)CC2)c1ccc(Br)o1	11.9%	-11.6%	-2.7%	-4.5%	i
O=c1cc(Cc2nnc(SCc3ccccc3)n2-c2ccc(Cl)cc2)[nH]c(=O)[nH]1	-4.9%	1.3%	-7.7%	8.1%	0.0%
O=C(COC(=O)c1ccccc1C(=O)N1CCN(c2ccccc2)CC1)Nc1ccc(F)cc1	15.7%	-9.9%	-3.1%	22.9%	i
O=C(O)c1ccc(-c2nc(-c3ccccc3)c(-c3cccs3)[nH]2)cc1	8.9%	-13.8%	4.0%	6.2%	0.9%
Clc1ccc(-c2noc(CN3CCN(c4ccccc4)CC3)n2)cc1	16.7%	2.1%	-6.0%	4.3%	0.5%	inhibitors of VEEV 10K pilot screen=1.1
COc1ccccc1-c1nnc2sc(C3CCCCC3)nn12	16.0%	-0.1%	-3.1%	-1.8%	i
CCOc1ccc(NC(=O)C(NC(=O)C2CCC(C)CC2)C(C)C)cc1 (centres undefined)	23.1%	-18.5%	3.0%	-2.2%	1.6%
CCN(CC)S(=O)(=O)c1ccc(N2CCOCC2)c(NC(=O)c2ccc3c(c2)OCCO3)c1	-11.9%	1.9%	-6.6%	-5.0%	9.4%
CC(Oc1cccc(Br)c1)C(=O)NNC(=O)CCS(=O)(=O)c1ccccc1 (centres undefined)	-0.2%	x	-0.2%	-6.3%	3.4%
O=C(NCc1ccccc1)C1=C[C@H](c2csc3ccccc23)C[C@H](OCc2ccc(CO)cc2)O1	31.9%	-4.2%	16.9%	2.5%	5.5%
CCOc1ccccc1Nc1nnc(SC(C)C(=O)Nc2nc(-c3ccccc3)cs2)s1 (centres undefined)	17.8%	1.7%	5.6%	2.2%	>12.5µM*
COc1ccc(CC(CC(=O)O)C(=O)NCc2ccccc2)cc1 (centres undefined)	4.7%	-0.3%	-3.1%	10.7%	2.7%
CCOc1ccc(C(C)=O)cc1COC(=O)CNC(=O)c1cccs1	15.0%	1.0%	-0.5%	-7.0%	2.7%
Cn1c2ccccc2c2cc(/C=C(\NC(=O)c3ccccc3)C(=O)O)ccc21	14.5%	-2.3%	4.2%	3.1%	6.2%
c1coc(CNc2nc(-c3cccs3)cs2)c1	13.4%	-16.1%	10.1%	-4.2%	3.3%
COCCn1c(C)cc(C(=O)COC(=O)c2ccc([N+](=O)[O-])o2)c1C	2.79µM*	0.4%	u	-2.9%	7.1%
O=C(CCn1c(=S)[nH]c2ccccc2c1=O)NCCc1ccccc1	-21.7%	-2.6%	8.6%	-5.4%	i

Next section, starting with the last two of the part before.
SMILES	tuberculosis growth	PhoP GFP inhibition	H37Rv inhibition	H1N1 NS1A inhibition	inhibitors of VEEV	others
COCCn1c(C)cc(C(=O)COC(=O)c2ccc([N+](=O)[O-])o2)c1C	2.79µM*	0.4%	u	-2.9%	7.1%
O=C(CCn1c(=S)[nH]c2ccccc2c1=O)NCCc1ccccc1	-21.7%	-2.6%	8.6%	-5.4%	i
Cc1ccc(-c2cc(-c3ccccc3)cc(-c3ccccc3)[n+]2-c2ccc(C(=O)O)cc2)cc1	-10.3%	6.7%	-6.1%	14.2%	0.2%
O=C(NCCN1CCOCC1)c1cc(-c2ccc(F)cc2)on1	-5.8%	-2.5%	-7.7%	-2.2%	3.2%
Cc1ccc(Cl)cc1N1CCN(C(=O)C2(S(=O)(=O)c3ccc(Cl)cc3)CC2)CC1	7.7%	13.0%	-0.2%	-2.0%	1.8%	inhibitors of VEEV 10K pilot screen=3.9
CCOC(=O)C1=C(N)OC2=C(C(=O)CC(C)(C)C2)C1C1CCCCC1 (centres undefined)	68.9%	-3.6%	7.6%	-5.1%	1.1%
CN1CCN(S(=O)(=O)c2ccc(NC(=S)NC(=O)c3ccc(Cl)cc3)cc2)CC1	x	x	x	4.3%	2.5%
Nc1ncnc2c1ccn2[C@@H]1O[C@H](CO)[C@@H](O)[C@H]1O	-1.4%	8.8%	-11.9%	-1.1%	1.7%
Cc1nn(-c2ccccc2)c(N2CCCC2)c1/C=N/NC(=O)c1cc(-c2cccs2)nc2ccccc12	69.4%	-12.2%	69.5%	1.8%	7.9%
CC(=O)N(Cc1cccnc1)c1cccc(-c2nc3ccccc3s2)c1	14.9%	3.7%	12.4%	-3.3%	1.3%
CCn1cc(C(=O)O)c(=O)c2cc(F)c(N3CCN(S(=O)(=O)c4ccc(NC(C)=O)cc4)CC3)cc21	u	103µM*	u	2.3%	2.8%
C[C@@H](C(=O)Nc1nc(-c2ccccn2)cs1)N1C(=O)C2CCCCC2C1=O (some centres undefined)	69.3%	3.1%	40.7%	8.38µM*	2.4%
CC(=O)Nc1ccc(S(=O)(=O)N(C)c2ccccc2)cc1	8.3%	-3.6%	-5.9%	-0.3%	3.3%
O=C(Nc1ccc2c(c1)OCO2)[C@@H]1CCCN1S(=O)(=O)c1cccc2cccnc12	6.3%	-4.4%	-7.5%	-3.6%	3.7%	inhibitors of VEEV 10K pilot screen=3.0
CCN(CC)CCn1c(NCc2ccc(OC)cc2)nc2ccccc21	25.8%	9.0%	3.7%	-0.2%	5.2%
CN(C)c1ccc(CN(C(=O)c2cc3ccccc3oc2=O)C2CCS(=O)(=O)C2)cc1 (centres undefined)	-4.4%	4.1%	-6.2%	6.8%	1.3%
Cc1nn(-c2ccccc2)c(N)c1C(c1ccccc1)c1c(C)nn(-c2ccccc2)c1N	12.9%	-11.2%	5.6%	-0.9%	1.9%
NC(=O)[C@@H]1CCCN1Cc1nc(-c2cccs2)no1	2.4%	7.8%	2.4%	-2.2%	0.8%
CCCn1c(O)c(N=NC(=O)CNC(=O)c2cccnc2)c2ccccc21	-3.6%	-0.2%	-0.3%	0.6%	0.2%
Cn1c(=O)c(=O)n(C)c2cc(S(=O)(=O)CCC(=O)NCc3ccccc3)ccc21	-16.6%	-4.2%	0.3%	-2.4%	0.1%	inhibitors of VEEV 10K pilot screen=0.1
COc1ccc(C)cc1NC(=O)CCc1ccc(S(=O)(=O)N2CCOCC2)cc1	-6.3%	x	15.4%	-2.8%	1.2%
CCOC(=O)c1ccc(NC(=O)CN2CCc3ccccc3C2)cc1	10.7%	-8.0%	u	-18.4%	i
NS(=O)(=O)c1cccc(NC(=O)c2ccc3nc[nH]c3c2)c1	-4.4%	-5.9%	1.3%	-0.1%	1.3%
CCCCCCSc1ccc([C@@H]2[C@H]3C(=O)N(CC)C(=O)[C@H]3[C@]3(C(=O)OC)CCCCN23)cc1OC	13.7%	x	-4.3%	11.1%	i
CCC1=C2CC[C@H]3C(=O)N(CC)C(=O)[C@H]3[C@H]2[C@@]2(Cc3ccccc3)C(=O)N(Cc3ccccc3)C(=O)N2C1=O	7.3%	1.7%	2.7%	-0.1%	0.5%
CC1CCN(c2nc3ccc(C(=O)N4CCN(Cc5ccccc5)CC4)cc3s2)CC1	x	x	4.0%	10.9%	3.5%

Some of these compounds in order of molecular weight, low to high.
SMILES	tuberculosis growth	PhoP GFP inhibition	H37Rv inhibition	H1N1 NS1A inhibition	inhibitors of VEEV	others
O=C(Nc1ccc2c3c(cccc13)CC2)c1ccc(Br)o1	11.9%	-11.6%	-2.7%	-4.5%	i
Cc1ccc(NC(=O)c2cnc(SCC(=O)NCC3CCCO3)n(C)c2=O)cc1 (centres undefined)	61.6%	8.9%	u	-1.2%	5.3%
O=c1cc(Cc2nnc(SCc3ccccc3)n2-c2ccc(Cl)cc2)[nH]c(=O)[nH]1	-4.9%	1.3%	-7.7%	8.1%	0.0%

Filtered by structure: those above containing a nitro group on carbon (2)
SMILES	tuberculosis growth	PhoP GFP inhibition	H37Rv inhibition	H1N1 NS1A inhibition	inhibitors of VEEV	others
O=C(Nc1ccc(Cl)cc1)N1CCCN(c2ccc(C(F)(F)F)cc2[N+](=O)[O-])CC1	16.3%	-3.4%	1.9%	25.2%	1.0%
COCCn1c(C)cc(C(=O)COC(=O)c2ccc([N+](=O)[O-])o2)c1C	2.79µM*	0.4%	u	-2.9%	7.1%
